APEX1 inh = APE1 (human) endonuclease inhibition | Potency, µM (titrated, usually from 65.8 µM), inactives show top-dose activity change, negative = inhibition, hits mostly inhibitors | 350,000 tested, 0.35% active | recombinant APE1, TAMRA/BHQ-2 abasic DNA cleavage fluorescence;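 note: plate controls were vehicle for no effect and reference inhibitor for full effect; nearly all actives have a fitted effect of over 55% in size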
Target sequence (P27695 whole entry, looked up): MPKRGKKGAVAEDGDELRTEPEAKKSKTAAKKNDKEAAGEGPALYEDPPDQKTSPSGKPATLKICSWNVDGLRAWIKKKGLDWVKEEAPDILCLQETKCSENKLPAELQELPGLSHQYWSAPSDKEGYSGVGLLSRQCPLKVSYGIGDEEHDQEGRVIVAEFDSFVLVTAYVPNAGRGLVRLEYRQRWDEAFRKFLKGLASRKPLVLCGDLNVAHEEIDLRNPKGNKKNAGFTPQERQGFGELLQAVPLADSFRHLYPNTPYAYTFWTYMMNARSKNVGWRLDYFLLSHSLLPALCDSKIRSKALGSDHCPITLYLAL
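Step 1: APE1 (0.75 nM) with compound, 15 min RT. Step 2: add 50 nM fluorophore/quencher THF duplex. Step 3: three fluorescence reads 60 s apart (525/598 nm); read 3 minus read 1 = reaction progress.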
BLM helicase inh = inhibitors of human Bloom syndrome helicase BLM; P54132; recombinant BLM DNA unwinding, fluorescence dequenching; Potency, µM (series often up to 56.1 µM), for the others: at the top dose activity change, negative = inhibition, hits mostly inhibitors; 350,000 tested, 0.2% active;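 note: plate controls were vehicle for no effect and no enzyme for full effect; nearly all actives have a fitted effect of over 35% in size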
POLK inh = DNA polymerase kappa (human) inhibition. Q9UBT6. purified Pol kappa, fluorescent DNA synthesis assay, 10 min. Potency, µM (series often up to 107 µM), inactives show at the top dose activity, negative = inhibition, most hits filed as inhibitors. 400,000 tested, 0.53% active. AID 588579; note: % is set by controls: 0 for no effect and ±100 for the full control effect
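Pol kappa 10 nM + cpd, 15 min RT; start w/ substrate 50 nM final; fluorescence kinetic read, 0 and 10 min. Neg ctrl: buffer, no enzyme.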
G9a block = inhibitors of human histone lysine methyltransferase G9a; Q96KQ7; G9a H3K9 monomethylation, AlphaScreen, 2 h; Potency, µM (highest dose often 102 µM), for the others: at the highest dose activity, negative = inhibition, actives largely listed as inhibitors; 350,000 tested, 8.8% active; note: % is set by controls: 0 for no effect and ±100 for the full control effect; nearly all actives have a fitted effect of over 75% in size
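G9a (20 nM) preincubated 15 min RT with compounds, then 500 nM biotinylated H3K9 peptide and 20 uM SAM added; 2 h RT reaction. Monomethyl-H3K9 product detected by AlphaScreen with anti-H3K9me1 antibody, streptavidin donor and anti-rabbit IgG acceptor beads.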
Pol eta inh = DNA polymerase eta (human) inhibition | recombinant Pol eta, fluorescent DNA replication assay | Potency, µM (series often up to 114 µM), without a hit: top-dose activity change, negative = inhibition, usual class: inhibitors | 390,000 tested, 1.2% active; note: % is set by controls: 0 for no effect and ±100 for the full control effect
Target sequence (Q9Y253 whole entry, looked up): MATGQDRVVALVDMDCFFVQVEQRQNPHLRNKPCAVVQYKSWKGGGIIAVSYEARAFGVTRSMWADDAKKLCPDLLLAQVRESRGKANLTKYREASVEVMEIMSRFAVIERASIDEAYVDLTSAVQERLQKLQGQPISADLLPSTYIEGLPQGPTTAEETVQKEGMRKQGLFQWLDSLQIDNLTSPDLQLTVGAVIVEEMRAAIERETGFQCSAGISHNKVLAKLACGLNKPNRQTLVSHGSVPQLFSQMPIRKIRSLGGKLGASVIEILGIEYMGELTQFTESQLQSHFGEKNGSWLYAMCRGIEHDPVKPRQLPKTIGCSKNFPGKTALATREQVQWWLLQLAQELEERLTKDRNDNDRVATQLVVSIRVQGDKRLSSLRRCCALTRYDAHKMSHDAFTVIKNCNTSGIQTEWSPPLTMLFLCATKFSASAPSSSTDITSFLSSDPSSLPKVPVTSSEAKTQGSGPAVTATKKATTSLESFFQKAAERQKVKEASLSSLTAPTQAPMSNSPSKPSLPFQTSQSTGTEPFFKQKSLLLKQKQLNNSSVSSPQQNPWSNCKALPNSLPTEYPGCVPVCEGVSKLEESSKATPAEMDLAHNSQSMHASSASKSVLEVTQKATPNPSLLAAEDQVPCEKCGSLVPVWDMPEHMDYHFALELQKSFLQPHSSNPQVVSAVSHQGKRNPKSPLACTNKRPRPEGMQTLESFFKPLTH
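Pol eta at 10 nM preincubated with compounds 15 min at room temperature; reaction started with fluorescent substrate (50 nM final) and read kinetically at 0 and 10 min.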
Pol iota inh = inhibitors of human DNA polymerase iota; 390,000 tested, 1% active; Potency, µM (doses to about 115 µM), for the others: at the top dose activity, negative = inhibition, usual class: inhibitors; Q9UNA4; Pol iota fluorescent replication assay, 10 min
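Fluorescent replication assay read twice, at 0 min and 10 min after adding 50 nM (final) substrate. Enzyme (10 nM) and compounds were first incubated 15 min at room temperature; enzyme-free buffer wells were negative controls.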
Apoferritin bind = binds horse apoferritin like a general anesthetic; P02791; apoferritin/1-aminoanthracene competitive binding, fluorescence; Potency, µM (highest dose often 77.5 µM), without a hit: at the highest dose activity change, negative = displacement, hits mostly inhibitors; 350,000 tested, 0.074% active; AID 485281; note: % is set by controls: 0 for no effect and ±100 for the full control effect; nearly all actives have a fitted effect of over 20% in size
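Steps: apoferritin (10 uM) was premixed with half-saturated 1-AMA in PBS, compounds were pin-transferred, plates stood 10 min at room temperature, fluorescence was read at 380/535 nm, and curves were fitted with a Hill equation.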
BAZ2B inh = blocks human BAZ2B. Q9UIF8. AlphaScreen BAZ2B-H3K14Ac peptide displacement. Potency, µM (series often up to 114 µM), for the others: top-dose activity change, negative = inhibition, usual class: inhibitors. 360,000 tested, 4.4% active. AID 504333; note: % is set by controls: 0 for no effect and ±100 for the full control effect; nearly all actives have a fitted effect of over 60% in size
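Protein-peptide AlphaScreen: BAZ2B 50 nM, b-H3K14Ac 50 nM, 1x PBS pH 7.4 + 0.01% Tween-20. Preincubation 30 min RT; cpd 30 min RT (top 110 uM); beads 20 min RT, light-protected.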
Pol beta inh = inhibitors of human DNA polymerase beta; 340,000 tested, 1.3% active; P06746; Potency, µM (doses to about 114 µM), inactives show at the top dose activity change, negative = inhibition, actives largely listed as inhibitors; Pol beta primer extension/strand displacement, fluorescence kinetic; AID 485314; note: % is set by controls: 0 for no effect and ±100 for the full control effect
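Pol beta (10 nM) was preincubated with compound for 15 min at room temperature. The reaction was then started with 50 nM substrate and read immediately and after a further 10 min at room temperature.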
An asterisk follows results filed as active; & = joins results of further samples; [ ] = remark or other dose. Calls come from the whole dose curve; as a rule, active = well fitted curve in the direction sought with a large enough effect; inconclusive = small, poorly fitted or top-dose-only effect, or another doubt; inactive = no such curve, though single readings can be large; an effect the other way counts as inactive or inconclusive. Potency is the fitted concentration of half-maximal effect. A portion of the library; rates above refer to the full screens.

Screening CCN(CC)CCN1C(=O)C(=O)/C(=C(/O)c2ccc3c(c2)CC(C)O3)C1c1ccc(OC)cc1 (configuration not stated) returned APEX1 inh inconclusive, BLM helicase inh 0%, POLK inh 2%, G9a block 50µM*, Pol eta inh -4%, Pol iota inh -18%, Apoferritin bind -2%, BAZ2B inh -23% and Pol beta inh inconclusive.
COc1cc(/C=N/Nc2nncn2N)ccc1OCc1c(C)no[n+]1[O-] was read as APEX1 inh 10%, BLM helicase inh -13%, POLK inh -29%, Pol eta inh -7%, Pol iota inh 7.1µM*, Apoferritin bind -2%, BAZ2B inh -4% and Pol beta inh 4%.
CCn1c(CNc2ccc(F)cc2)nnc1SCC(=O)OC1CCCCC1 was read as APEX1 inh 2%, BLM helicase inh -4%, POLK inh -1%, G9a block -8%[59 µM], Pol eta inh 6%, Pol iota inh 19%, Apoferritin bind inconclusive, BAZ2B inh -6% and Pol beta inh 0%.
COc1ccccc1/C=N\Nc1cn[nH]c(=O)c1Cl was read as APEX1 inh -2%, BLM helicase inh -7%, POLK inh -8%, G9a block -5%, Pol eta inh -1%, Pol iota inh 63%[activator], Apoferritin bind 3%, BAZ2B inh 5% and Pol beta inh -12%.
For O=C(NC1CCCCC1)c1cc(C2CC2)nn1-c1ccccc1 the results were APEX1 inh 41%[activator], POLK inh -21%, G9a block 5%[2.33 µM], Pol eta inh -5%, Pol iota inh inconclusive and BAZ2B inh -4%.
Screening CCCCOc1cccc(C(=O)N(Cc2cccs2)C2CCS(=O)(=O)C2)c1 (configuration not stated) returned APEX1 inh -3%, BLM helicase inh -3%, POLK inh -2%, G9a block 14%, Pol eta inh -22%, Pol iota inh 10%, Apoferritin bind -24%, BAZ2B inh 9% and Pol beta inh 4%.
Screening CCCN1C(=O)C(Cc2nc3ccccc3c(=O)n2-c2ccccc2)c2cc(C)ccc21 (configuration not stated) returned APEX1 inh -5%, BLM helicase inh -3%&-4%, POLK inh -18%&-3%, G9a block inconclusive, Pol eta inh -5%, Pol iota inh 18%&17%, Apoferritin bind 7%&-16%, BAZ2B inh -32% and Pol beta inh 7%&1%.
`CC1CC(C)CN(C(=O)c2cccc(S(=O)(=O)NCc3ccccc3)c2)C1` (configuration not stated) gave APEX1 inh 5%, POLK inh 1%, Pol eta inh -7% and Pol iota inh -22%.
`O=C(CCN1C(=O)C2CCCCC2C1=O)Nc1cc(F)ccc1F` (configuration not stated) gave APEX1 inh -8%, BLM helicase inh -2%, POLK inh -14%, Pol eta inh -10%, Pol iota inh 14%, Apoferritin bind -5%, BAZ2B inh -1% and Pol beta inh 40%.
Screening N#C/C(=C\c1ccc(OCC(N)=O)cc1)C(=O)NC1CC1 returned APEX1 inh -8%, BLM helicase inh 0%, POLK inh 2%, Pol eta inh -9%, Pol iota inh 34%[activator], Apoferritin bind -7%, BAZ2B inh 4% and Pol beta inh 55%.
For Cc1ccc(CNC(=O)Cn2cc(C(F)(F)F)ccc2=O)cc1 the results were APEX1 inh 4%, BLM helicase inh -6%, POLK inh -10%, G9a block 3%, Pol eta inh -17%, Pol iota inh -3%, Apoferritin bind -21%, BAZ2B inh -28% and Pol beta inh 3%.
Screening CC(C)CCNC(=O)CCC(=O)N1Cc2ccccc2Oc2ncccc21 returned BLM helicase inh 1%, POLK inh 5%, G9a block 1%[59 µM], Pol eta inh -5%, Pol iota inh 21%, Apoferritin bind 1%, BAZ2B inh 3%[57.1 µM] and Pol beta inh 36%.
O=c1[nH]c(C2C3CC4CC(C3)CC2C4)nc2ccccc12 (configuration not stated) was read as APEX1 inh 2%, BLM helicase inh 1%, POLK inh -4%, G9a block 22%[59 µM], Pol eta inh -12%, Pol iota inh -11%, Apoferritin bind -21%, BAZ2B inh -4% and Pol beta inh 19%.
Screening Cn1ncc([N+](=O)[O-])c1C(=O)n1nnc2ccccc21 returned APEX1 inh 2%, BLM helicase inh 1%, POLK inh 0%, G9a block inconclusive, Pol eta inh -2%, Pol iota inh -24%, Apoferritin bind -4%, BAZ2B inh -18% and Pol beta inh -4%.
Screening NC(=O)NOCc1ccccc1F returned APEX1 inh 6%, BLM helicase inh 1%, POLK inh 3%, G9a block 29%, Pol eta inh -5%, Pol iota inh 22%, Apoferritin bind -22%, BAZ2B inh 12% and Pol beta inh 17%.
For Clc1ccc(OCc2nn[nH]n2)cc1 the results were APEX1 inh 14%, BLM helicase inh -1%, POLK inh -1%, G9a block inconclusive, Pol eta inh -21%, Pol iota inh 37%, Apoferritin bind 1%, BAZ2B inh 8% and Pol beta inh 26%.
Screening C/C(=N\N=C1\NC(=O)CC(C(=O)O)S1)c1cccs1 (configuration not stated) returned APEX1 inh 16%, BLM helicase inh -1%, POLK inh -6%, G9a block -9%[0.0925 µM], Pol eta inh -7%, Pol iota inh -4%[58.9 µM], Apoferritin bind -12%, BAZ2B inh -8% and Pol beta inh 25%.
Cc1ccc(-n2ncc3c(=O)n(CC(=O)N4CCN(c5ccccc5)CC4)cnc32)cc1C was read as APEX1 inh 11%, BLM helicase inh -11%, POLK inh -12%, G9a block 6%, Pol eta inh -8%, Pol iota inh 160%[activator], Apoferritin bind -6%, BAZ2B inh -10% and Pol beta inh -17%.
O=C1OCC2=C1C(c1cccc(Cl)c1)CC(=O)N2c1ccc(C(F)(F)F)cc1 (configuration not stated) was read as BLM helicase inh 5%, POLK inh -9%, G9a block 2%[59 µM], Pol eta inh 1%, Pol iota inh 24%, Apoferritin bind -7%, BAZ2B inh -15% and Pol beta inh 13%.
COc1ccc(C[C@H]2CN3C(=NC[C@@H]3Cc3ccccc3)N2C[C@H](C)NC(=O)CCC2CCCCC2)cc1 was read as APEX1 inh 20%, BLM helicase inh 5%, G9a block -1%[59 µM], Apoferritin bind -8%, BAZ2B inh -7% and Pol beta inh 1%.
For CC(C)c1ccc(C(=O)N(c2ccccn2)C(C)c2ccco2)cc1 (configuration not stated) the results were APEX1 inh -2%, BLM helicase inh -2%, POLK inh -14%, G9a block 0%, Pol eta inh -10%, Pol iota inh 12%, Apoferritin bind -14%, BAZ2B inh 5% and Pol beta inh 30%.
For Cc1cccc2c(N)c3c(nc12)N(C)CC3 the results were APEX1 inh -19%, BLM helicase inh 57%[activator], POLK inh -7%, G9a block 50µM*, Pol eta inh -14%, Pol iota inh -9%, Apoferritin bind -7%, BAZ2B inh 50µM* and Pol beta inh 4%.
For CCN(CC)CCCNC1CCS(=O)(=O)C1 (configuration not stated) the results were APEX1 inh 1%, BLM helicase inh -2%, POLK inh -1%, G9a block -34%[12.7 µM], Pol eta inh -14%, Pol iota inh -14%, Apoferritin bind -4%, BAZ2B inh 7% and Pol beta inh -27%.
`CC(=O)Nc1ccc(Oc2ncccn2)c(Cl)c1` gave APEX1 inh 1%, BLM helicase inh -2%, POLK inh -1%, G9a block 14%, Pol eta inh -3%, Pol iota inh 6%, Apoferritin bind -3%, BAZ2B inh 7% and Pol beta inh 1%.
Cc1cc(N/N=C/c2ccccc2Br)nc2ccccc12 was read as APEX1 inh 2%, BLM helicase inh -2%, POLK inh -16%, G9a block 31%, Pol eta inh -19%, Pol iota inh 6%, Apoferritin bind -1%, BAZ2B inh -3% and Pol beta inh 1%.
Cc1ccc(C(=O)CN(Cc2ccccc2)C2=NCCS2)cc1 was read as APEX1 inh 2%, BLM helicase inh 0%, POLK inh -11%, G9a block inconclusive, Pol eta inh -14%, Pol iota inh 12%, Apoferritin bind -11%, BAZ2B inh -3% and Pol beta inh -34%.
Screening O=C(COC(=O)c1ccco1)Nc1ccc2c(c1)OCO2 returned APEX1 inh -6%, BLM helicase inh -5%, POLK inh 7%, G9a block -5%[59 µM], Pol eta inh 4%, Pol iota inh 11%, Apoferritin bind -18%, BAZ2B inh 15% and Pol beta inh 21%.
Screening COc1ccc(N2C(=O)CCC2(C#N)c2ccc(OC)cc2)cc1 (configuration not stated) returned APEX1 inh 4%, BLM helicase inh -4%, POLK inh 1%, G9a block -32%, Pol eta inh -5%, Pol iota inh 5%, Apoferritin bind 2%, BAZ2B inh -16% and Pol beta inh inconclusive.
Screening COc1ccc(/C=N/NC(=S)NC2CCS(=O)(=O)C2)cc1OC (configuration not stated) returned APEX1 inh 3%, BLM helicase inh -2%, POLK inh -3%, Pol eta inh 3%, Pol iota inh -17%, Apoferritin bind -6%, BAZ2B inh 1% and Pol beta inh 65%.
`CCOC(=O)N1CCC(NC(=O)Cn2ncc3c4ccccc4n(C)c3c2=O)CC1` gave APEX1 inh 11%, BLM helicase inh -10%, POLK inh 5%, G9a block 4%[59 µM], Pol eta inh -9%, Pol iota inh -6%, Apoferritin bind 0%, BAZ2B inh -2% and Pol beta inh 30%.

Overlap with the part before: two compounds; new compounds follow.
Screening COc1ccc(/C=N/NC(=S)NC2CCS(=O)(=O)C2)cc1OC (configuration not stated) returned APEX1 inh 3%, BLM helicase inh -2%, POLK inh -3%, Pol eta inh 3%, Pol iota inh -17%, Apoferritin bind -6%, BAZ2B inh 1% and Pol beta inh 65%.
`CCOC(=O)N1CCC(NC(=O)Cn2ncc3c4ccccc4n(C)c3c2=O)CC1` gave APEX1 inh 11%, BLM helicase inh -10%, POLK inh 5%, G9a block 4%[59 µM], Pol eta inh -9%, Pol iota inh -6%, Apoferritin bind 0%, BAZ2B inh -2% and Pol beta inh 30%.
`CCC1CCCCN1C(=O)Cn1c(=O)oc2ccccc21` (configuration not stated) gave APEX1 inh -6%, BLM helicase inh -2%, POLK inh -7%, G9a block -4%[59 µM], Pol eta inh -11%, Pol iota inh 14%, Apoferritin bind -9%, BAZ2B inh 18% and Pol beta inh inconclusive.
Screening Cc1cc(C)n2nc(CCc3nc4nc(C)cc(C)n4n3)nc2n1 returned APEX1 inh 9%, BLM helicase inh -3%, G9a block -5%, Apoferritin bind -8%, BAZ2B inh -5% and Pol beta inh 0%.
For COc1cccc(CNC(=O)c2ccc(NS(=O)(=O)c3ccc4[nH]c(=O)[nH]c4c3)cc2)c1 the results were APEX1 inh 25%, POLK inh -8%, G9a block 20%[12.7 µM], Pol eta inh -13%, Pol iota inh 6% and BAZ2B inh -10%.
`Cc1cccc(NS(=O)(=O)c2nnc(NC(=O)c3cccc(C)c3)s2)c1` gave APEX1 inh 18%, BLM helicase inh -5%&1%, POLK inh -9%&6%, G9a block 9%, Pol eta inh -7%&-7%, Pol iota inh -24%&13%, Apoferritin bind -19%&-4%, BAZ2B inh -4%&-11% and Pol beta inh 20%&-5%.

Screens (PubChem)
